# NCF1 inh: p47phox (human) inhibition | p47phox/p22phox peptide binding, fluorescence polarization, 2 h | inhibition, % at 24.7 µM | 0.53% of 220,000 active;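 active = inhibition above about 30%, limit read from the data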;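 note: 0% = p47phox with labelled peptide and 100% = labelled peptide alone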
# Target sequence (P14598 whole entry, looked up): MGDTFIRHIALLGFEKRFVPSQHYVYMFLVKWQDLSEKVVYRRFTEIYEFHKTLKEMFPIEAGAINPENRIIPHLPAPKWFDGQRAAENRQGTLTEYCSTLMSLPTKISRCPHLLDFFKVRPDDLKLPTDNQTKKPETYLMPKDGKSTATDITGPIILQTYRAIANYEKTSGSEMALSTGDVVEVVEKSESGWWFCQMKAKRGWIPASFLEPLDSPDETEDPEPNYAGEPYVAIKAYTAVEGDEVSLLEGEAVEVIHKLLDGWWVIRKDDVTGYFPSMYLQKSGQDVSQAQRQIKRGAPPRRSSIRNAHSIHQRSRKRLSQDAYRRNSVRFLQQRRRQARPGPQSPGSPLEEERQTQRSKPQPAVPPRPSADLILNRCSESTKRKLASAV
# PPC-1+TRAIL kill: compounds killing PPC-1 cancer cells with TRAIL present (potentiator screen, no TRAIL-free arm). PPC-1 cells + TRAIL, ATPLite viability luminescence. cell killing (% activity), % at 4 µM. 0.41% of 220,000 active;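 active = cell killing above 50% in the first pass at 4 µM, then a duplicate retest at 5 µM averaging 50% or more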;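 note: plate controls were cells with TRAIL plus DMSO for no effect and medium-only wells lacking cells for full effect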
# CHOP inh: inhibitors of CHOP induction in ER stress response; CHO-K1 CHOP-promoter luciferase, tunicamycin-induced, 15-18 h; inhibition, % at 10 µM; 3.8% of 220,000 active;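 active = compounds that reduced the stress-induced luciferase reporter signal by more than about 70% of percent inhibition, limit read from the data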;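 note: 0% = tunicamycin plus vehicle and 100% = wells without tunicamycin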
# EBV gp42 block: blocks Epstein-Barr virus glycoprotein 42 binding; Q1HVG2; Fluorescence polarization binding assay, mP read-out; inhibition, % (tested at 21.74 µM); 0.42% of 220,000 active; AID 1085; in the data active = inhibition above about 50%
# TRPML3 ag: human mucolipin-3 channel agonism. Q8TDD5. HEK293 TRPML3-YFP, Fluo-8 calcium fluorescence; 100% = the carbachol control signal. activation, % at 3 µM. 0.29% of 220,000 active. AID 1448;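 active = activation above its plate's cutoff, the mean activation of the plate's test wells plus 3 SD, cut at about 12% in these data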;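 note: 0% = DMSO only wells and 100% = carbachol wells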
# Target sequence (Q8TDD5 whole entry, looked up): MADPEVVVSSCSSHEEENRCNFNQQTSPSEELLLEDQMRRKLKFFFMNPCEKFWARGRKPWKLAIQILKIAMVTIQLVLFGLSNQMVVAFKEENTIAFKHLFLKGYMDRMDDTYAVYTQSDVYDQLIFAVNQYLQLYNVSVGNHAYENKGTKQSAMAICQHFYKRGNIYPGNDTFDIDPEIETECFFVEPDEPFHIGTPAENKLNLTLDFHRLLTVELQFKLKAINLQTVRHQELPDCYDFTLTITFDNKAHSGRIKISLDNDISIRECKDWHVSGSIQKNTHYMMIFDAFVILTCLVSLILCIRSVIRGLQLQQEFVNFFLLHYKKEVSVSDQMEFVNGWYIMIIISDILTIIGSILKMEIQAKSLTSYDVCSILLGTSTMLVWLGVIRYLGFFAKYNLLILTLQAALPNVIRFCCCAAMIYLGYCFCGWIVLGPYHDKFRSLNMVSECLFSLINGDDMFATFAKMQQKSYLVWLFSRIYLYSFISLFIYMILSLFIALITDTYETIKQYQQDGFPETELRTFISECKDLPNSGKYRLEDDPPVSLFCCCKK
#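 system = HEK293 cells stably carrying human TRPML3-YFP | doses = one concentration, 3 µM nominal, 0.3% DMSO | timing = dye loading 1 h 37 °C then 30 min ambient, 125 s read | detection = Fluo-8 calcium dye fluorescence, ex 470-495, em 515-575 nm | benchmarks = high control carbachol 87 µM, low control DMSO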
# MDM2 E3 inh: inhibitors of human Mdm2 E3 ubiquitin ligase; 0.11% of 210,000 active; cell-based MDM2 ubiquitination luciferase reporter, 2 h; 0 = plate control, 100 = twice control, blank-subtracted; signal enhancement, % at 5 µM;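 active = signal enhancement of 30% or more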;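 note: luminescence tracks abundance of the self-degrading MDM2-luciferase fusion protein; higher signal means inhibition of MDM2 E3 ligase activity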
#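 Test system: mammalian cells stably expressing self-ubiquitinating, self-degrading MDM2 E3–luciferase fusion; Amount: 2000 cells in each well; Medium: DMEM; Schedule: 4 h settle plus 2 h compound, 37 °C; Technique: SteadyLite luciferase luminescence after 15 min room-temperature reagent incubation; Benchmarks: plate control and blank wells.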
# Runt-SMMHC FRET: inhibitors of human RUNX1 Runt domain binding to CBFb-SMMHC | Q01196+Q13951 | Cerulean-Runt/Venus-CBFb-SMMHC FRET ratio 530/480, 1 h | inhibition, % at 20 µM | 0.74% of 220,000 active | AID 1434;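 active = mean inhibition across duplicate retests at 20 µM reaching about 50%, limit read from the data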;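 note: 0% = DMSO wells and 100% = wells with excess untagged CBFb-SMMHC; inhibitors lower the FRET ratio by blocking Runt binding to CBFb-SMMHC; some results filed as inactive read as strong as hits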
# TRPN1 ag: zebrafish TRPN1 (NompC) channel agonism; HEK293 zebrafish TRPN1-YFP, Fluo-8 calcium fluorescence; 100% = response to 87 µM carbachol; activation, % at 3 µM; 0.18% of 220,000 active;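 active = activation above its plate's cutoff, the mean activation of test wells on that plate plus 3 SD, cut at about 19% in these data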;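 note: 0% = DMSO alone and 100% = 87 µM carbachol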
#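 Assay system: Zebrafish TRPN1-YFP in HEK293 cells | Incubation: Dye loading 1 h at 37 °C, then 30 min room temperature | Measured by: Kinetic Fluo-8 fluorescence, ex 470-495, em 515-575 nm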
# TNF necrop inh: TNF-alpha cell death inhibition in Jurkat FADD-/- cells; activation (protection from cell death), % at 10 µM; AID 463075; Jurkat FADD-/- TNF necroptosis rescue, ATP luminescence, 24 h; 0 = TNF only, 100 = no-TNF cells; 0.068% of 220,000 active;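 active = activation, meaning protection from cell death, of at least 50% relative to plate controls; inactive = activation below 50%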;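 note: necroptosis triggered by 40 ng/mL TNF-alpha added together with compound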
# * = called active by the depositor; / = not tested or not shown.
SMILES,NCF1 inh,PPC-1+TRAIL kill,CHOP inh,EBV gp42 block,TRPML3 ag,MDM2 E3 inh,Runt-SMMHC FRET,TRPN1 ag,TNF necrop inh
Cc1[nH]c2ccccc2c1C(O)CN1CCN(c2cccc(C(F)(F)F)c2)CC1 (centres undefined),-11,14,74*,-19,2.6,-2,-65,1.9,-11
CC(=O)c1cc2c(cc1NC(=O)CN1CCOCC1)OCO2,1,-36,8,-9,0.6,-14,2,-0.1,-2.3
NC1=NC(=O)/C(=C/c2cn(CCC(=O)O)nc2-c2ccc(F)cc2)S1,-35,11,6,-17,-0.1,-16,-2,0.8,2.3
CCOc1ccc(C2C(C#N)=C(N)N(c3sc4c(c3C#N)CCCC4)C3=C2C(=O)CCC3)cc1 (centres undefined),-51,2,16,-10,0.5,8,-27,1.2,-5.4
COc1ccc(-n2c(SCC(=O)c3c(N)n(C)c(=O)n(C)c3=O)nc3ccccc32)cc1,-55,28,8,-5,0.5,6,-3,1.2,-2.2
CCc1cccc(OCCn2nc(C(=O)O)c3ccccc3c2=O)c1,-10,26,55,-14,-0.3,-12,-2,-2.2,-0.3
COc1ccc(Cc2noc(CN3CCN(Cc4cccc(Cl)c4)CC3)n2)cc1OC,-3,19,26,-1,2.6,-13,-6,4.4,-0.3
O=C(Nc1ccccc1)Nc1ccc(F)cc1F,2,24,-22,-25,2.1,0,-1,4.5,5.4
Cc1[nH]cnc1CSCc1ccc(Cl)cc1,-5,10,-21,-6,0.1,-15,0,-1.0,1.4
CCCCn1nc2cc(C(=O)NCc3ccccc3OC)ccc2c1OCC,5,19,37,-1,-0.1,-18,3,-2.5,-2.2
CCOC(=O)C(CC)n1cnc2c(cnn2-c2ccc(Cl)cc2)c1=O (centres undefined),4,14,-38,-15,0.8,-19,-5,1.0,-2.0
COc1ccc(OC)c(N=c2ssnc2Cl)c1,12,13,107*,-18,-0.6,-8,55,-1.1,-4.2
CC1=C(C#N)C(c2cccnc2)C2=C(CC(c3ccc(Cl)cc3)CC2=O)N1 (centres undefined),-10,8,12,0,0.0,6,15,-2.2,-1.3
Cc1cc(C)c2c(=O)n(CC(=O)NC3CCCC3)sc2n1,42*,-11,6,-15,1.2,0,53*,-0.1,-7.4
O=C(CN1CCCc2ccccc21)N/N=C/c1ccccc1O,-14,30,34,8,0.7,-25,4,0.4,-6.4
CC1CN(S(=O)(=O)c2cccc(C(=O)OCC(=O)c3cccs3)c2)CC(C)O1 (centres undefined),-2,3,4,-9,0.9,-14,-2,1.2,-0.4
COc1ccc(CN2CCN(C(=O)CC(C)C)CC2)c2ccccc12,0,2,1,-18,-0.9,12,-1,-1.6,-1.6
O=C(O)C1=C(C(=O)Nc2cccc(C(F)(F)F)c2)CCCC1,0,/,12,4,0.2,-11,-5,0.1,-0.2
Cc1onc(C(N)=O)c1C(=O)Nc1ncc(C(F)(F)F)cc1Cl,1,5,0,-5,1.0,-14,-1,0.6,-1.6
C=CCn1c2ccccc2n2nc(C)c(=O)nc12,-12,1,11,-14,0.6,4,2,-1.3,0.8
CC(C)OC(=O)c1cn(-c2ccccc2)nc1-c1ccco1,-50,14,63,-16,-0.4,8,1,0.7,-4.2
COC(=O)c1sccc1Oc1ccc(F)cc1[N+](=O)[O-],-12,12,36,-7,-0.7,-16,-2,-0.7,5.7
CCCSc1nnc(CSc2nc3ccccc3s2)n1-c1ccccc1,-27,4,46,-9,-0.4,-3,-4,-1.4,-1.4
Cc1cccc(NC(=O)c2ccc(Cl)c(NC(=O)c3ccncc3)c2)c1C,0,9,8,10,0.9,-6,0,1.8,12
COc1ccc(C(=O)NCC(=O)OCC(=O)c2ccc3c(c2)NC(=O)CO3)cc1OC,-1,-4,5,-3,0.5,-5,-2,0.9,-0.5

# Retrieved by structure from the list above:
SMILES,NCF1 inh,PPC-1+TRAIL kill,CHOP inh,EBV gp42 block,TRPML3 ag,MDM2 E3 inh,Runt-SMMHC FRET,TRPN1 ag,TNF necrop inh
Cc1cc(C)c2c(=O)n(CC(=O)NC3CCCC3)sc2n1,42*,-11,6,-15,1.2,0,53*,-0.1,-7.4
O=C(Nc1ccccc1)Nc1ccc(F)cc1F,2,24,-22,-25,2.1,0,-1,4.5,5.4
CC1CN(S(=O)(=O)c2cccc(C(=O)OCC(=O)c3cccs3)c2)CC(C)O1 (centres undefined),-2,3,4,-9,0.9,-14,-2,1.2,-0.4
CCCSc1nnc(CSc2nc3ccccc3s2)n1-c1ccccc1,-27,4,46,-9,-0.4,-3,-4,-1.4,-1.4
COC(=O)c1sccc1Oc1ccc(F)cc1[N+](=O)[O-],-12,12,36,-7,-0.7,-16,-2,-0.7,5.7
CC(=O)c1cc2c(cc1NC(=O)CN1CCOCC1)OCO2,1,-36,8,-9,0.6,-14,2,-0.1,-2.3

# Additional structures.
SMILES,NCF1 inh,PPC-1+TRAIL kill,CHOP inh,EBV gp42 block,TRPML3 ag,MDM2 E3 inh,Runt-SMMHC FRET,TRPN1 ag,TNF necrop inh
CCn1c(C)c(C(C)=O)cc(C#N)c1=O,-8,14,35,-4,-0.1,-14,-6,0.7,-1.5
CCCCNC(=O)COC(=O)CCC(=O)c1ccc(F)cc1,-15,16,-27,-26,-0.2,-1,0,0.0,0.1
CC(=O)Nc1cc(C(=O)OCC(=O)c2ccc(Cl)cc2Cl)ccc1C,4,40,16,-11,-0.7,-13,4,-0.5,-3.6
COc1cc(C)c(-c2cc(C(=O)O)c(C)o2)cc1C(C)C,-4,27,1,-3,-0.7,-7,5,-0.7,0.2
COc1ccccc1N1CCN(C(=O)CSc2nc3ncnc(N)c3[nH]2)CC1,5,7,-14,-5,0.4,-16,1,-0.9,-2.9
Cc1ccc(C)n1CCN1CCN(C(=O)CSc2nc3ccccc3nc2N2CCOCC2)CC1,-25,-5,-16,-4,0.3,-5,2,0.4,-6.8
Clc1nc(-c2ccccc2)cc(-c2ccccc2)n1,-23,12,34,1,0.2,-11,-2,0.9,1.1
Cc1ccnc(N2CCCC(C(=O)NCc3cccs3)C2)n1 (centres undefined),-9,0,3,-13,-0.4,/,4,1.0,-1.4
COc1ccc(OC)c2c1sc(=NC(=O)C1CC1)n2C,-4,-7,29,-6,-0.1,1,-2,0.3,-1.0
Cn1cnnc1Sc1cc(N2CCN(S(=O)(=O)c3ccc4ccccc4c3)CC2)ccc1[N+](=O)[O-],13,18,40,-17,-0.8,-9,-1,-2.8,-6.0
O=S(=O)(Nc1ccc(Cl)nn1)c1ccccc1,-3,8,-4,-11,0.2,-8,2,0.9,1.0
O=C(CSc1nnc2scc(-c3ccccc3)n12)Nc1ccc2c(c1)OCCO2,-11,-16,21,-15,-1.4,-1,0,0.2,-3.3
COc1ccccc1OCC(=O)Nc1nc(-c2ccc(S(=O)(=O)N3CCOCC3)cc2)cs1,-25,/,8,-7,0.4,0,/,-0.4,-2.3
CCOc1ccc(S(=O)(=O)N(C)c2ccc(OCC(=O)NC3=NCCS3)cc2)cc1,-2,14,14,-3,0.3,-5,-4,2.0,3.7
CC(C)C(NS(=O)(=O)c1cc(C(=O)O)ccc1Cl)C(=O)O (centres undefined),5,8,4,2,0.6,-2,1,1.0,-0.1
O=C(Nc1cccnc1)Nc1ccc(Cl)cc1Cl,-13,5,10,-7,0.6,-8,-1,2.0,-1.8
CC1CCN(c2ncnc3nc[nH]c23)CC1,-1,15,38,-14,0.4,-13,-6,0.6,-1.4
CCCc1cc(=O)[nH]c(SCC(=O)OCc2ccccc2)n1,-15,21,4,-20,-1.0,-17,-1,0.4,-0.1
OCCOc1cccc(CN2CCC(CO)(CCOc3ccccc3)CC2)c1,-8,8,44,-9,1.5,1,-3,1.7,3.2
COc1ccc2[nH]c3c(=O)n(N)c(C)nc3c2c1,-22,-2,13,-4,0.2,-8,4,-1.5,-1.7
CC(C)CCN1C(=O)c2ccc(C(=O)NCC3CCCO3)cc2C1=O (centres undefined),-3,7,19,-16,1.0,-12,5,0.1,1.0
CC(=O)Nc1ccc(OCC(O)Cn2ccnc2)cc1 (centres undefined),-3,/,-22,-12,0.3,2,/,-0.4,0.7
Cc1n[nH]c(C)c1CCC(=O)N/N=C/c1c(C)[nH]c2ccccc12,-15,5,16,-19,0.5,-10,2,-0.3,6.7
Cc1ccc(C(=O)NC(C#N)=C(Cl)Cl)cc1,7,21,80*,-7,0.5,-2,-3,-0.2,74*
CCCN1CCN(CCCNC(=O)Cn2nc(-c3ccc(Cl)cc3)ccc2=O)CC1,0,0,7,-25,0.3,-19,0,0.1,-0.4

# The closing two entries of the section above lead into the next:
SMILES,NCF1 inh,PPC-1+TRAIL kill,CHOP inh,EBV gp42 block,TRPML3 ag,MDM2 E3 inh,Runt-SMMHC FRET,TRPN1 ag,TNF necrop inh
Cc1ccc(C(=O)NC(C#N)=C(Cl)Cl)cc1,7,21,80*,-7,0.5,-2,-3,-0.2,74*
CCCN1CCN(CCCNC(=O)Cn2nc(-c3ccc(Cl)cc3)ccc2=O)CC1,0,0,7,-25,0.3,-19,0,0.1,-0.4
CCCCCCc1cc2cc(C(=O)Nc3ccccc3)c(=O)oc2cc1O,4,9,71*,-24,0.9,-20,58*,-0.6,-8.3
COc1ccc(C)cc1NC(=O)CSc1nnc(CC(=O)Nc2ccccc2F)n1C,-4,-17,23,0,0.7,-20,3,-0.8,1.1
NS(=O)(=O)c1ccc(-c2ccc(C=NC3CCS(=O)(=O)C3)o2)cc1 (centres undefined),-4,3,14,-16,0.0,-17,-2,0.0,0.3
Cc1ccnc(NS(=O)(=O)c2ccc(N3C(=O)c4c(Cl)c(Cl)c(Cl)c(Cl)c4C3=O)cc2)n1,-1,6,65,13,0.8,/,-3,1.1,0.1
CCOCCCNC(=O)c1ccc2c(c1)N=C(CC)c1cc(Br)ccc1S2,-15,20,-20,-7,-0.4,-28,0,-2.2,-7.0
Nc1nc(SCc2ccccc2Cl)nc2nc3c(cc12)CCCC3,-38,15,17,-22,0.0,0,-4,-2.3,-3.6
O=C(NCCN1C(=O)S/C(=C\c2ccccc2)C1=O)c1cc(S(=O)(=O)N2CCOCC2)c(Cl)cc1Cl,-40,20,67,-35,-0.3,-12,-2,-0.8,-1.5
CC1CCN(S(=O)(=O)c2cn(CC(=O)N3CCN(C)CC3)c(=O)c3ccccc23)CC1,-17,15,3,-10,0.9,2,2,-0.4,1.0
O=C(NC1CCCCC1)C(c1ccccc1)N1CCc2ccccc21 (centres undefined),-5,31,53,-9,-1.6,-5,-3,-2.4,-1.5
Cc1ccc(NCc2nnc(SC(C)C(=O)N/N=C/c3ccc(C)o3)n2-c2ccccc2)cc1 (centres undefined),-55,3,22,-11,-0.1,-19,1,-0.3,-2.1
